MITF TRPM1 inh: inhibitors of MITF-driven TRPM1 promoter in melanoma cells. SK-MEL-5 TRPM1 promoter luciferase, 24 h. inhibition, % at 12.5 µM. 330,000 tested, 0.83% active;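 active = mean inhibition across replicates of 60% or more, whatever share of single replicates reaches that level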; note: values of inactives mirror those of a sister screen read the other way
TWEAK Fn14 block: inhibitors of TWEAK-Fn14 interaction signaling; 360,000 tested, 2% active; inhibition, % at 10 µM; AID 1159606; TWEAK-stimulated Fn14 reporter cells, luciferase luminescence, 8 h; in the data active = inhibition above about 50%
aDG glyco act: alpha-DG glycosylation activation; activation, % at 10 µM; 360,000 tested, 0.22% active; Pro5-aDG cells, alpha-DG glycosylation AlphaScreen (IIH6); 0% Pro5, 100% B10-LARGE cell signal; AID 624168;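 active = activation of at least 8% versus controls, or a plate z-score of at least 8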;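 note: Pro5 are CHO cells carrying HIG-tagged alpha-DG that lacks glycosylation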
NR2E3 ag-1: agonists of human nuclear receptor NR2E3 | Q9Y5X4 | GST-NR2E3/biotin-RetCOR TR-FRET, 1536-well | inhibition of corepressor binding, % at 4.78 µM | 320,000 tested, 0.12% active | AID 2300;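 active = percent inhibition above the cutoff of mean plus 3 SD of all tested compounds, set per screening campaign, cut at about 20% in these data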;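 note: 0% = DMSO wells and 100% = biotin wells as full block of FRET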
Target sequence (Q9Y5X4 whole entry, looked up): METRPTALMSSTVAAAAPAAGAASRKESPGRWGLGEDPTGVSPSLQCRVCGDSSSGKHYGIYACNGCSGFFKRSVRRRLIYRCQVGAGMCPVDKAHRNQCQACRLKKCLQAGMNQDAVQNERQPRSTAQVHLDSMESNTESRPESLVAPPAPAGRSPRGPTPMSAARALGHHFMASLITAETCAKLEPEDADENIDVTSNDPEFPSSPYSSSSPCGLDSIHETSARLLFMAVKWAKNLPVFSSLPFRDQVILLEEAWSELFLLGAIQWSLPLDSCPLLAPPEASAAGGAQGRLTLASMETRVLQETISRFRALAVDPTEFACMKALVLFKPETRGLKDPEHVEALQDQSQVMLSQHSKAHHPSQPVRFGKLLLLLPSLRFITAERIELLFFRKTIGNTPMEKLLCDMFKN
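System: GST-NR2E3 and biotin-RetCOR proteins; probe or stimulus: 7 nM biotin-RetCOR; doses: compound at 4.8 µM, single dose; schedule: Compound–protein incubation for 5 h at 4 °C; detection: time-resolved FRET; read-out: percent inhibition; controls: biotin wells as high control, 0.6% DMSO wells as low control; format: 1536-well plates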
HIF-2a inh: inhibitors of HIF-2a. 360,000 tested, 0.72% active. AID 624352. 786-0 RCC cells HIF-2a reporter, luciferase luminescence, overnight. inhibition, % at 18.8 µM;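 active = inhibition of the luminescence signal of 40% or more relative to plate controls, in a single-dose primary screen at 18.75 µM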
CF NFkB block: cystic fibrosis NF-kB activation inhibition. KKLEB NF-kB-GFP reporter, PAF-induced, GFP fluorescence overnight. inhibition, % at 5 µM. 360,000 tested, 0.86% active;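 active = at least 50% inhibition at 5 µM, scaled per plate between neutral and stimulator controls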;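 note: PAF is a Pseudomonas aeruginosa culture filtrate used as stimulus; plate controls were PAF-stimulated DMSO wells for no effect and unstimulated DMSO wells for full effect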
NR2E3 ag-2: human photoreceptor-specific nuclear receptor agonism; Q9Y5X4; CHO-S Gal4-NCOR/VP16-NR2E3 two-hybrid, luciferase; inhibition of corepressor binding, % at 3.98 µM; 360,000 tested, 0.35% active; AID 602229;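 active = inhibition above the mean of all tested compounds plus 3 SD, cut at about 70% in these data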;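 note: 0% = DMSO with NR2E3 transfected cells and 100% = cells lacking NR2E3 construct; higher means lower luciferase signal from less NR2E3 corepressor binding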
KKLEB tox: counter-screen for CF NF-kB inhibitors: cytotoxicity | KKLEB CF airway cells viability, ATPlite luminescence, overnight; hits give low values; cells stimulated with P. aeruginosa culture filtrate | 360,000 tested, 0.36% active | activity change (cytotoxicity), % at 5 µM | AID 602141;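 active = corrected activity change at or below -50% at 5 µM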
Shn3 inh set2: inhibitors of Schnurri-3 3'UTR reporter in osteoblasts. Clone20 osteoblast Shn3 3'UTR firefly luciferase, 24 h. inhibition, % at 12.5 µM. 360,000 tested, 0.52% active. AID 588674;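 active = mean inhibition of at least 75% with every replicate also reaching 75%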;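 note: 0% = median of neutral control wells and 100% = pilot-screen positive control compound; some compounds past the cut are filed as inactive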
iPSC survival up: hiPSC single-cell survival enhancement; ATPlite luminescence; 100% = ROCK inhibitor wells, 0% = DMSO; 360,000 tested, 0.044% active; survival enhancement, % at 20 µM; in the data active = survival enhancement above about 18%;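 note: cells exposed to compounds for 16 hours before the ATP read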
Peg3 prom inh: inhibitors of Peg3 promoter | HeLa PEG-Prom luciferase reporter, luminescence, overnight | inhibition, % at 20 µM | 360,000 tested, 1.7% active;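 active = inhibition of at least 50% at 20 µM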
Active calls of the source: *; · = no result given. The order is random. About 4.4% of those tested had a hit in this group.

no. | SMILES | MITF TRPM1 inh | TWEAK Fn14 block | aDG glyco act | NR2E3 ag-1 | HIF-2a inh | CF NFkB block
1 | COC(=O)c1sc(-c2ccc(Cl)cc2)cc1NC(=O)c1ccccc1C(=O)O | 4 | -1 | -0.1 | -6 | -67 | 5
2 | N#C/C(=C\c1cn(CC(=O)N2CCCC2)c2ccccc12)C(=O)NCc1ccc2c(c1)OCO2 | 5 | 16 | 0.0 | 0 | 15 | 1
3 | CSC1=NCCN1C(=O)c1c(F)cccc1Cl | 0 | 3 | -0.3 | -1 | 0 | -10
4 | COC(=O)Nc1cc(C)n(-c2ccccc2)n1 | 2 | 1 | 0.0 | -1 | 19 | 3
5 | O=c1c2c(-c3ccc(Cl)cc3)csc2ncn1/N=C/c1cccc([N+](=O)[O-])c1O | -9 | 16 | -0.5 | 3 | 8 | 6
6 | COc1ccc(C(=O)C2CCCN(C3Cc4ccccc4C3)C2)cc1OC (stereo not given) | 5 | -4 | -0.3 | 5 | 20 | 5
7 | O=C(c1coc(=O)c2ccccc12)N1CCN(Cc2ccccc2)CC1 | 13 | 4 | -0.2 | -2 | 8 | 1
8 | CCN(CC)S(=O)(=O)c1ccc(-c2nnc(SCC(=O)Nc3ccc4c(c3)OCO4)o2)cc1 | 13 | -14 | 0.0 | -2 | -6 | -12
9 | Cc1cc(C(=O)CN2C(=O)C(=O)N(CCC3=CCCCC3)C2=O)c(C)n1C | 10 | 6 | 0.8 | · | 1 | 3
10 | O=C(C1CC1c1ccccc1)N1CCN(c2cccc(Cl)c2)CC1 (stereo not given) | 4 | -12 | 0.0 | · | 1 | 2
11 | COC(=O)/C=C/c1oc2ccccc2c1C | 12 | 7 | -0.1 | 2 | -2 | -12
12 | Cc1cnc(C(=O)Nc2ccc(N3CCN(C(=O)OC(C)(C)C)CC3)cc2)cn1 | 49 | 49 | 0.3 | -3 | 5 | 11
13 | COC(=O)c1c(NC(=O)c2ccco2)sc2c1CC(C)(C)NC2(C)C | -21 | -20 | -0.1 | -1 | -7 | 4
14 | COc1ccc(-c2nc(NC(=O)CSc3nnc(C)s3)ns2)cc1 | -27 | 26 | -0.3 | 5 | -42 | 47
15 | O=C(CSc1nnc(COc2cccc3cccnc23)o1)N1CCN(C(=O)c2ccco2)CC1 | 16 | -13 | -0.1 | 3 | 3 | 12

no. | NR2E3 ag-2 | KKLEB tox | Shn3 inh set2 | iPSC survival up | Peg3 prom inh
1 | -81 | 6 | -26 | 0.7 | -27
2 | -2 | 0 | 12 | 0.0 | 21
3 | 4 | 12 | 5 | -1.0 | -7
4 | 22 | -2 | -17 | 0.0 | -1
5 | -23 | 9 | -26 | 0.0 | -25
6 | 3 | -6 | -16 | -2.7 | 12
7 | 5 | 3 | 5 | 0.2 | 2
8 | 3 | -7 | -2 | 0.3 | 5
9 | -16 | -7 | -15 | -0.5 | 0
10 | 4 | -6 | -4 | -0.3 | 9
11 | 2 | -1 | -17 | 0.9 | 2
12 | -10 | -4 | 40 | -3.8 | 10
13 | -23 | -4 | 3 | 0.0 | -6
14 | -18 | -18 | -19 | 2.1 | -122
15 | -3 | -3 | 0 | -1.8 | 15

Retrieved one by one from the list above:
no. | SMILES | MITF TRPM1 inh | TWEAK Fn14 block | aDG glyco act | NR2E3 ag-1 | HIF-2a inh | CF NFkB block
3 | CSC1=NCCN1C(=O)c1c(F)cccc1Cl | 0 | 3 | -0.3 | -1 | 0 | -10
5 | O=c1c2c(-c3ccc(Cl)cc3)csc2ncn1/N=C/c1cccc([N+](=O)[O-])c1O | -9 | 16 | -0.5 | 3 | 8 | 6
4 | COC(=O)Nc1cc(C)n(-c2ccccc2)n1 | 2 | 1 | 0.0 | -1 | 19 | 3
14 | COc1ccc(-c2nc(NC(=O)CSc3nnc(C)s3)ns2)cc1 | -27 | 26 | -0.3 | 5 | -42 | 47
1 | COC(=O)c1sc(-c2ccc(Cl)cc2)cc1NC(=O)c1ccccc1C(=O)O | 4 | -1 | -0.1 | -6 | -67 | 5
6 | COc1ccc(C(=O)C2CCCN(C3Cc4ccccc4C3)C2)cc1OC (stereo not given) | 5 | -4 | -0.3 | 5 | 20 | 5
7 | O=C(c1coc(=O)c2ccccc12)N1CCN(Cc2ccccc2)CC1 | 13 | 4 | -0.2 | -2 | 8 | 1

no. | NR2E3 ag-2 | KKLEB tox | Shn3 inh set2 | iPSC survival up | Peg3 prom inh
3 | 4 | 12 | 5 | -1.0 | -7
5 | -23 | 9 | -26 | 0.0 | -25
4 | 22 | -2 | -17 | 0.0 | -1
14 | -18 | -18 | -19 | 2.1 | -122
1 | -81 | 6 | -26 | 0.7 | -27
6 | 3 | -6 | -16 | -2.7 | 12
7 | 5 | 3 | 5 | 0.2 | 2

A run of entries taken from the entries so far:
no. | SMILES | MITF TRPM1 inh | TWEAK Fn14 block | aDG glyco act | NR2E3 ag-1 | HIF-2a inh | CF NFkB block
4 | COC(=O)Nc1cc(C)n(-c2ccccc2)n1 | 2 | 1 | 0.0 | -1 | 19 | 3
5 | O=c1c2c(-c3ccc(Cl)cc3)csc2ncn1/N=C/c1cccc([N+](=O)[O-])c1O | -9 | 16 | -0.5 | 3 | 8 | 6

no. | NR2E3 ag-2 | KKLEB tox | Shn3 inh set2 | iPSC survival up | Peg3 prom inh
4 | 22 | -2 | -17 | 0.0 | -1
5 | -23 | 9 | -26 | 0.0 | -25

Additional structures.
no. | SMILES | MITF TRPM1 inh | TWEAK Fn14 block | aDG glyco act | NR2E3 ag-1 | HIF-2a inh | CF NFkB block
16 | COc1ccc(C(=O)NCCC2=CCCCC2)cc1OC1CCN(C(C)C)CC1 | -29 | -13 | 0.0 | 1 | -35 | 14
17 | C=C(C)c1cccc(C(C)(C)NC(=O)NNC(=O)c2ccccc2O)c1 | 3 | -13 | 0.2 | -2 | 9 | -3
18 | O=C1CC(c2cccc(F)c2)C2=C(CCCC2=O)N1 (stereo not given) | -1 | 3 | -0.5 | 2 | 15 | 11
19 | C=CC(=O)Nc1cccc(Nc2nc(N[C@H]3CC[C@H](N(C)C)CC3)nc3c2ncn3C(C)C)c1 | 90* | 99* | -0.6 | · | 71* | 85*
20 | O=C(COC(=O)c1c(F)cccc1F)NC(=O)NCc1ccccc1 | · | 10 | 0.0 | · | 0 | 12
21 | O=C(COC(=O)C1CC(O)CN1S(=O)(=O)c1ccc(Cl)cc1)c1ccccc1 (stereo not given) | 3 | 16 | -0.2 | 0 | 17 | 12

no. | NR2E3 ag-2 | KKLEB tox | Shn3 inh set2 | iPSC survival up | Peg3 prom inh
16 | -62 | -7 | -60 | 0.0 | -138
17 | -11 | 3 | 1 | 0.6 | 0
18 | -15 | 2 | -10 | -1.1 | 9
19 | 65 | -70* | 68 | -4.5 | 102*
20 | -20 | -6 | -11 | -1.4 | 0
21 | -29 | -2 | 0 | 0.2 | -9

Screening results: PubChem, several laboratories
